Compound activity as filed in PubChem.
RGS8-Gao: regulators of human RGS8-Galphao interaction; P09471; multiplexed bead flow cytometry, RGS8-Galphao binding; actives lie on both sides; response (percent of control binding), % at 10 µM; 220,000 tested, 0.34% active; AID 1423; in the data active = response below about 60% or above about 140%; inactive = in between;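 note: Galphao activated as the GDP aluminium fluoride complex binding bead-coupled RGS8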
Bcl-XL Bim block: inhibitors of Bim-Bcl-XL interaction, human | Q07817 | Bim peptide-Bcl-XL binding, bead flow cytometry, fluorescence | inhibition, % at 10 µM | 190,000 tested, 0.04% active
Target sequence (Q07817 whole entry, looked up): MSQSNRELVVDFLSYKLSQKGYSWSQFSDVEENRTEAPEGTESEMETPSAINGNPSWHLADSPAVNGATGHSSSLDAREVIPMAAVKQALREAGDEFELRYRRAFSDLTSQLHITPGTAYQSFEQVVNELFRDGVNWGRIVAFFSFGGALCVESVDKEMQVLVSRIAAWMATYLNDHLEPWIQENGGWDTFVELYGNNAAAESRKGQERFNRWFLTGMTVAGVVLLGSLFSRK
RGS7-Gao reg: human RGS7-Galphao interaction regulation; Multiplexed bead flow cytometry, RGS7-Galphao binding; actives lie on both sides; binding response (% of control), % at 10 µM; 220,000 tested, 0.35% active; AID 1439; in the data active = binding response below about 49% or above about 150%; inconclusive = no clear call, values can overlap the other calls; inactive = in between;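 note: fluorescent Galphao held in activated GDP-AlF4 state binding bead-coupled RGS7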
Bim-Mcl-1: inhibitors of Bim-Mcl-1 interaction, human; Q07820; 190,000 tested, 0.1% active; AID 1009; Bead-based flow cytometry, Bim peptide-Mcl-1 binding; inhibition, % at 10 µM;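 note: 0% = no compound tracer wells and 100% = peptide blocker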
Target sequence (Q07820 whole entry, looked up): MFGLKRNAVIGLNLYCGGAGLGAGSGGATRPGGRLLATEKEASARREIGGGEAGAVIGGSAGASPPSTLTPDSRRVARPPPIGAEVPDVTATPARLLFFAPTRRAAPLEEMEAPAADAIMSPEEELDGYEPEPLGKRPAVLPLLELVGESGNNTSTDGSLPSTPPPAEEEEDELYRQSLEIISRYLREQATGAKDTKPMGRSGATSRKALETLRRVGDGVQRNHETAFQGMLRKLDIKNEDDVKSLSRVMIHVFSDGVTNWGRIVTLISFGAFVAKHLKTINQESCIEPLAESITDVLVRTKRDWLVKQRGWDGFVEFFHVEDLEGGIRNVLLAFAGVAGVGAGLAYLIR
RGS4-Gao reg: modulates binding of RGS4 to human Galphao. P09471. 220,000 tested, 0.33% active. binding response (% of control), % at 10 µM. AID 1415. Multiplexed bead flow cytometry; actives lie on both sides; in the data active = binding response below about 49% or above about 150%; inactive = in between;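 note: fluorescent Galphao activated with aluminum fluoride binding bead-coupled RGS4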
Bim-Bfl-1: disrupts Bim binding to human Bfl-1; AID 1008; Bead-based flow cytometry, Bim-Bfl-1 binding inhibition; 190,000 tested, 0.12% active; inhibition, % at 10 µM;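 note: 0% = wells without compound plus tracer and 100% = blocker peptide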
Mcl1-Noxa inh: disrupts binding of human Mcl-1 to Noxa peptide | Q07820 | TR-FRET Mcl-1/Noxa peptide binding, 2 h | inhibition, % at 21.7 µM | 220,000 tested, 1.5% active | AID 1022;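 active = compounds that cut the protein-peptide binding signal by more than 50% relative to plate controls in a single-dose test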;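 note: His-tagged Mcl-1 with rhodamine Noxa BH3 peptide and terbium anti-His antibody; 0% = Mcl-1 plus Noxa peptide wells and 100% = peptide-only wells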
Bim-Bcl-W: inhibitors of Bim-Bcl-W interaction, human; Q92843; bead-based flow cytometry, Bim peptide-Bcl-W binding; inhibition, % at 10 µM; 190,000 tested, 0.02% active; AID 952;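 note: 0% = bound tracer without compound and 100% = peptide blocker; higher means less fluorescent Bim peptide bound to Bcl-W beads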
Target sequence (Q92843 whole entry, looked up): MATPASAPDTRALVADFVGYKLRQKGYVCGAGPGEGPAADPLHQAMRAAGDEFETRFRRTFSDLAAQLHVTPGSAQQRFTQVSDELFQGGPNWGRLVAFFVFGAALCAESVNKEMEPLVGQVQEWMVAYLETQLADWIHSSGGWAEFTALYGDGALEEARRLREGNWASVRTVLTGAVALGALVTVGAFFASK
Mcl1 Bid PPI: Mcl-1/Bid interaction inhibition; Q07820; 220,000 tested, 0.97% active; inhibition, % at 21.7 µM; TR-FRET Mcl-1/Bid-Dy647 peptide binding, 1536-well;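 active = compounds that cut the binding signal by more than half at the single screening dose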;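 note: His-tagged Mcl-1 with europium anti-His antibody binding Bid BH3 peptide; 0% = Mcl-1 plus peptide wells and 100% = peptide-only wells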
Bcl-2 Bim block: disrupts Bim peptide binding to human Bcl-2; P10415; Bead-based flow cytometry, Bim peptide-Bcl-2 binding; inhibition, % at 10 µM; 190,000 tested, 0.06% active; in the data active = inhibition above about 40%; inconclusive = no clear call, values can overlap the other calls;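 note: 0% = no compound wells with probe peptide and 100% = reference peptide inhibitor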
Bim-Bcl-B: human Bim-Bcl-B interaction inhibition. Q9HD36. bead-based flow cytometry, Bim peptide-Bcl-B binding. inhibition, % at 10 µM. 190,000 tested, 0.073% active. AID 951;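 note: 0% = tracer peptide without compound and 100% = reference inhibitor peptide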
Target sequence (Q9HD36 whole entry, looked up): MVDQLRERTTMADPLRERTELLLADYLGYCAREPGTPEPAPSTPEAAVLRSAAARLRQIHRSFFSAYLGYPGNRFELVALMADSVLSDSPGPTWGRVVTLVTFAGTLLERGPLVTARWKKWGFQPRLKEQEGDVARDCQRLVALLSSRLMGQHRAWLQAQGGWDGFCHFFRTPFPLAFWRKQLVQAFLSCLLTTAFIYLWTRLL
Active calls of the source: *; ? = inconclusive; . = no result given. Cut-off read from the data, not from the text of the source, unless noted: active = inhibition above about 40%.

SMILES	RGS8-Gao	Bcl-XL Bim block	RGS7-Gao reg	Bim-Mcl-1	RGS4-Gao reg	Bim-Bfl-1	Mcl1-Noxa inh	Bim-Bcl-W	Mcl1 Bid PPI	Bcl-2 Bim block	Bim-Bcl-B
CC1CCc2c(C(=O)Nc3ccc(N4CCOCC4)cc3)csc2C1 (configuration not stated)	97	-3	97	-1	94	-3	67*	-5	-3	-8	-2
O=C(c1ccccc1)N(C1=NCCCCS1)c1ccccc1	95	-6	94	-3	92	-4	14	-5	-10	-2	-4
CC(C)(C)NC(=O)/C(=C\c1cccnc1)NC(=O)c1ccco1	104	0	100	-1	99	-7	18	0	-39	-3	-2
CCOc1cc2[nH]c(=S)n(CCC(=O)NCc3ccco3)c(=O)c2cc1OCC	99	-2	99	-1	99	-8	-3	-5	-6	-4	-13
CCOC(=O)CSc1nnc(Cn2c(=O)sc3ccccc32)n1-c1ccccc1C	97	-9	98	-4	98	-5	-13	-4	-21	-4	-9
O=C(Nc1cccc(C(=O)N2CCCC2)c1)c1ccccc1Cl	104	-1	98	1	105	-12	15	1	0	-9	-5
c1ccc2c(c1)oc1c(NCCN3CCOCC3)ncnc12	101	2	101	-2	100	-1	9	0	-12	-4	0
Cc1c(-c2nc(-c3ccncc3)no2)cccc1[N+](=O)[O-]	97	.	?	.	99	.	1	.	-2	.	.
O=C1C(C23CC4CC(CC(C4)C2)C3)C(=O)N(c2ccccc2)N1c1ccccc1	97	0	106	1	94	-4	-4	4	6	-1	-3
Cc1cc(Cl)ccc1C(=O)C1CCCN(C(=O)c2cnsn2)C1 (configuration not stated)	102	-7	103	-5	101	-5	3	-4	-22	-7	-10
COc1ccc(-c2cc(C(=O)NCC(C)C)no2)cc1	101	-15	99	-1	99	-14	11	0	-9	-6	-9
COc1cc(C(C[N+](=O)[O-])c2c(C)[nH]c3ccccc23)ccc1O (configuration not stated)	72	-3	90	0	93	2	24	0	5	0	-3
CCCN1CCN(C(=O)c2ccccc2-c2nc3ccccc3s2)CC1	93	-5	?	-3	92	-6	11	-1	-18	-7	-13
O=C(CSc1ncn[nH]1)Nc1cccc2ccccc12	101	-35	113	-3	102	-10	23	0	9	-11	-10
CN(C)/C=N/n1cnc2ccccc2c1=O	98	.	.	.	91	.	12	.	-9	.	.
CSc1nc(S(=O)(=O)c2ccc(C)cc2)c(Cl)s1	99	0	100	-3	98	-3	7	0	-23	0	-2
CCN(CC)S(=O)(=O)c1ccc(C(=O)Nc2ncn(Cc3ccccc3)n2)cc1	99	-1	97	2	99	0	16	2	10	0	0
CCCN1CCC(=O)N([C@H](CSc2ccc(C)cc2)CC(C)C)CC1	83	.	?	.	75	.	-13	.	-82	.	.
COc1ccc(CCN(C)C(=S)NC(=O)c2ccc(F)cc2Cl)cc1OC	96	-5	?	-1	98	-3	27	0	-28	0	-2
COC(=O)c1cccc(NC(=O)c2cc(OC)c(OC)c(OC)c2Br)c1	104	-8	105	-6	102	0	-7	-3	-12	-3	-9
CCOC(=O)c1c(CN(C)C)n(-c2ccc(C)cc2)c2cc(Br)c(O)cc12	101	-2	103	0	101	2	35	-1	-30	-1	-3
CC(=O)Oc1ccc2c(C)c(CC(C)O)c(=O)oc2c1 (configuration not stated)	99	-4	99	0	99	-9	-10	0	-7	-3	-3
CCCC(=O)NCCCc1nc2ccccc2n1C	98	-5	100	0	103	-7	7	0	-31	-3	-3
O=C(N/N=C/C=C/c1ccccc1[N+](=O)[O-])c1cc(-c2cccnc2)nc2ccccc12	100	0	99	0	102	-14	-7	-1	-6	-3	-7
O=C(COC(=O)c1ccc[nH]c1=O)NC1CCCC1	102	1	103	6	106	-5	9	3	-34	0	0
CC1CC1C(=O)OCC(=O)NC(=O)NC12CC3CC(CC(C3)C1)C2 (configuration not stated)	109	-6	109	0	109	-7	-12	-2	-8	-4	-1
O=C1COc2ccc(C(=O)CSc3ccccc3C(=O)O)cc2N1	101	.	?	.	100	.	16	.	-32	.	.
CCOC(=O)N1CCC(N(CCN(C)C)C(=S)Nc2cccc(C)c2)CC1	102	-9	101	-3	101	-12	7	-5	-32	-2	-11
CC1=C(C(=O)Nc2ccccc2)C(c2ccco2)C(C#N)=C(SCC(=O)Nc2cccc(C)c2C)N1 (configuration not stated)	112	-6	106	-4	114	-5	5	-1	-19	-10	-9
O=C(/C=C/Nc1ccc([N+](=O)[O-])cc1Br)c1cccc2ccccc12	98	1	104	4	100	-5	-1	1	-10	1	-14
CN(C)CCNC(=O)c1cc2sc3ccccc3c2s1	104	-2	106	-2	105	0	20	0	-6	1	1
Cc1ccc(S(=O)(=O)N2CCC(=O)N(CCOC(=O)Nc3ccc(F)cc3)CC2)cc1	105	-5	107	-2	107	0	-6	-2	-2	-3	-6
CCOc1cccc(N2C(=O)CC(NCc3ccc(S(N)(=O)=O)cc3)C2=O)c1 (configuration not stated)	98	-11	98	-5	96	-9	-3	-5	5	-6	-9
CCOC(=O)c1c(CS(=O)(=O)c2ccccc2)n(C)c2cc(Br)c(O)c(CN(C)C)c12	98	0	100	0	101	0	62*	0	-26	-2	-3
COc1ccc(OC)c(S(=O)(=O)Nc2cccnc2)c1	100	0	102	-1	106	0	22	2	20	1	0
O=C(Nc1ccc(N2CCCC2)cc1)c1ccccc1F	100	-6	95	-5	98	8	82*	1	-30	2	-19
CN(C)CC(O)CN(c1ccccc1)c1ccccc1 (configuration not stated)	93	.	?	.	91	.	8	.	98*	.	.
Cc1oc(-c2ccc3c(c2)OCCO3)cc1C(=O)NC(Cc1ccccc1)C(=O)O (configuration not stated)	100	-2	96	0	99	-8	18	0	-26	-1	-3
Cc1nnc2ccc(-c3ccc(NC(=O)Cc4cccs4)cc3)nn12	102	.	?	.	100	.	68*	.	-62	.	.
Cc1nn(C(C)C(=O)O)c(=O)c2ccccc12 (configuration not stated)	90	-1	95	0	94	-6	12	0	24	-2	-1
O=C(CNC(=O)c1cccs1)OCC(=O)c1ccccc1Cl	106	0	103	0	103	-8	-10	-3	-9	-6	-6
CC1C/C(=C\c2cccnc2)C(=O)/C(=C/c2cccnc2)C1 (configuration not stated)	100	-2	97	3	103	4	4	3	-27	6	-1
O=C(Cn1c(=O)n(-c2ccccc2)c(=O)c2sccc21)N1CCCC1	100	-2	100	0	99	-14	105*	0	6	-9	-4
COC(=O)C1=C(NC(=O)COc2ccc(Cl)cc2Cl)CCS1	101	10	101	5	102	4	12	10	-11	0	10
Cc1ccc(CN2CCSc3ccc(C(=O)NCc4cccnc4)cc32)cc1	98	-3	?	0	96	-3	15	-2	-57	-5	-4
CCOc1ccc(CN(C)CC(=O)NNC(=O)c2ccc(Cl)cc2)cc1OC	121	-5	109	-5	105	-9	19	0	-39	-9	-1
CCn1c(SCC(=O)Nc2ccccc2N2CCCCC2)nc2c1c(=O)n(C)c(=O)n2C	106	-3	98	0	107	-10	-11	0	3	0	-3
C[C@H](NC(=O)c1[nH]cnc1C(=O)Nc1ccc(CNC(=O)OC(C)(C)C)cc1)C(=O)OC(C)(C)C	98	.	?	.	95	.	-53	.	-55	.	.
Cc1ccn2cc(CCNC(=O)CC3CCCCC3)nc2c1	103	-4	102	-1	103	-9	-9	-1	-32	-2	-2
Cc1ccc(C)c(S(=O)(=O)Nc2ccc(S(=O)(=O)Nc3onc(C)c3C)cc2)c1	97	-3	91	-6	85	-3	-7	-5	4	-1	-7
CCN(CC)C(=S)SCC(=O)Nc1nc(=O)c2ccccc2s1	73	-7	92	-2	88	-1	7	-2	-30	-2	-9
CCOc1ccc(NC(=O)CCNS(=O)(=O)c2ccc(Br)s2)cc1	102	-17	101	-4	104	-19	.	-1	-2	-14	-13
Clc1ccccc1C1SCC2Nc3ccccc3CN21 (configuration not stated)	103	0	102	4	104	2	11	2	-20	-1	0
Cc1cccn2c(=O)c(C=O)c(N3CCSCC3)nc12	99	.	?	.	95	.	20	.	-13	.	.
COc1ccc(NS(=O)(=O)c2cc(NC(=O)c3ccc(C)s3)ccc2N2CCOCC2)cc1	98	.	?	.	95	.	-6	.	-9	.	.
CC1(C)Cc2c(C#N)c(N)sc(=S)c2CS1	93	5	104	2	99	14	41	6	-16	8	-14
COc1ccc(Cc2noc(CN(C)CC3CCN(Cc4ccccc4)CC3)n2)cc1OC	101	.	?	.	102	.	27	.	-13	.	.
CCCn1c(SCC(=O)Nc2c(C)cccc2CC)nnc1C(C)C	100	-2	98	-1	98	-6	-13	2	-13	-3	-1
CC1=C(C(=O)OCC(C)C)C2(O)C(=O)c3ccccc3C2(O)N1 (configuration not stated)	95	-9	96	-4	93	-2	11	-3	-19	-3	-6
Cc1ccc(S(=O)(=O)NNC(=O)c2ccc(O)cc2)cc1	94	32	100	20	99	34	8	23	-11	16	16
Further results
SMILES	RGS8-Gao	Bcl-XL Bim block	RGS7-Gao reg	Bim-Mcl-1	RGS4-Gao reg	Bim-Bfl-1	Mcl1-Noxa inh	Bim-Bcl-W	Mcl1 Bid PPI	Bcl-2 Bim block	Bim-Bcl-B
COCCNC(=O)C1(C)C=CC2(CCCCC2)N1C(=O)c1ccccc1 (configuration not stated)	99	-4	97	-1	96	1	-2	0	-6	1	0
CCOC(=O)c1sc(NS(=O)(=O)c2ccc(F)cc2)nc1C	98	-1	95	-9	97	-5	22	-7	-21	0	-5
CN(C)c1ccc(N2C(=O)CSC2=S)cc1	103	-9	100	1	103	-3	1	-2	-7	-5	-6
Cc1cc(C)nc(N2C(=O)CC(C(=O)O)NC2=NCCc2c[nH]c3ccccc23)n1 (configuration not stated)	101	0	99	-4	100	0	25	0	12	-1	-4
CCC(CO)Nc1ncnc2c1cnn2-c1ccc(OC)cc1 (configuration not stated)	100	-7	109	-8	100	-4	-25	-3	-13	-1	-2
Nc1nc(N)c2sc3nc(C(F)(F)F)cc(C(F)(F)F)c3c2n1	103	2	101	0	98	1	15	0	-5	3	0
COc1ccc(N2C(=O)C(OC(C)=O)C2c2ccc(C)cc2)cc1 (configuration not stated)	104	-7	99	-2	100	-2	24	-2	-2	-4	-7
Cc1c(C(=O)OCC(=O)N2c3ccccc3CC2C)oc2ccccc12 (configuration not stated)	98	-3	135	-2	104	-3	-4	-3	2	-1	-1
c1ccc(-n2ncc3c(NCCN4CCOCC4)ncnc32)cc1	104	-3	100	-1	102	-5	-6	-1	-7	-3	0
CCOC(=O)/C(C#N)=C/c1ccc(OC(=O)c2ccco2)c(OCC)c1	101	-6	100	-1	102	-3	6	-6	-17	-3	-9
CC1CCN(S(=O)(=O)c2ccc(NC(=O)CN3CCCC(C)C3)cc2)CC1 (configuration not stated)	106	2	108	-2	110	-1	7	0	-24	-1	0
